RmlCD inh 1536 = M. tuberculosis RmlC/RmlD coupled enzyme inhibitors, primary screen, biochemical, compound mixtures, 384-well, from 1536-well plates; inhibition, % at 3.6 µM; dTDP-4-dehydrorhamnose reductase (Mycobacterium tuberculosis (strain ATCC 25618 / H37Rv)) …; 160,000 tested, 0.03% active; RmlC+RmlD coupled enzyme assay, percent inhibition; primary screen in compound mixtures; in the data active = inhibition mostly above about 34%, no sharp cut-off; also: some results filed as inactive read as strong as hits
Target sequence (P9WH09 whole entry, looked up): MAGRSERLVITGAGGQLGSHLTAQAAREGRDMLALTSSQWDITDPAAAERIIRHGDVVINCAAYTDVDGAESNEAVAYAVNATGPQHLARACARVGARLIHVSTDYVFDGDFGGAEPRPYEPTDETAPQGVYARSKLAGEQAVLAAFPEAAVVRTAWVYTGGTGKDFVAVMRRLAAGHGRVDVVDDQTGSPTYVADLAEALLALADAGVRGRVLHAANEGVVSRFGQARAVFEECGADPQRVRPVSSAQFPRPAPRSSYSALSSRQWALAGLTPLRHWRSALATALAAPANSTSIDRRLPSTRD
Target sequence (P9WH11 whole entry, looked up): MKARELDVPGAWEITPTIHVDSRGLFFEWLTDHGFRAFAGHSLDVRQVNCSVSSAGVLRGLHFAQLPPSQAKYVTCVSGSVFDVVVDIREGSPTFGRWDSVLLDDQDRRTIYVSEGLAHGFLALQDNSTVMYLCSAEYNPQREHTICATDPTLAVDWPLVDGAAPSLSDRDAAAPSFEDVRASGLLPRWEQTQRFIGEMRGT
GlmU inhibition = inhibition of mycobacterial GlmU enzyme – biochemical, glucosamine-1-phosphate acetyltransferase (AID 1376) | Bifunctional protein GlmU (Mycobacterium tuberculosis (strain ATCC 25618 / H37Rv)) | M. tuberculosis GlmU acetyltransferase enzyme assay; higher % means a stronger effect | inhibition, %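 (tested at 30 µM in the primary screen)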, or IC50 in µM where a hit was titrated | 220,000 tested, 0.25% active; in the data active = inhibition above about 13%;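 also: 0% = complete reaction with vehicle and 100% = reaction without substrate; strong numbers were not always called active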
* = called active by the depositor; / = no result given. Only part of the results is shown. The share of hits here may be higher or lower than overall.

SMILES | RmlCD inh 1536 | GlmU inhibition
Cc1ccc(-n2c(O)c(/C=C3/C(c4ccccc4)=Nc4ccccc43)c(=O)[nH]c2=O)cc1 | -7 | -2.2%
Cc1ccc(NC(=O)C2=C(O)c3ccccc3N(C)S2(=O)=O)cc1 | / | 9.3%
Cc1cc(C)n(-c2nnc3c4ccccc4n(C)c3n2)n1 | -5 | 7.1%
COc1ccc(C(=O)C(c2ccccc2)N2CCOCC2)cc1 (centres undefined) | / | 0.1%
CC(=O)NCCC(=O)N1CCc2c([nH]c3ccccc23)C1c1cccc(C)c1 (centres undefined) | -5 | 7.5%
CCN(CC)C(=O)Nc1cnc2ccccc2c1 | 2 | 0.3%
CCCCCSc1cc(O)c(C(CNC)C(C)C)cc1OC (centres undefined) | 4 | -3.3%
CC(NC(=O)c1ccccc1)C(=O)OCC(=O)N1c2ccccc2Sc2ccccc21 (centres undefined) | 16 | 5.4%
COCCCNCCOc1ccc(C(C)(C)c2ccccc2)cc1 | -3 | -6.6%
CC(=O)Nc1ccc(NS(=O)(=O)c2cc(-c3n[nH]c(=O)c4ccccc34)ccc2C)cc1 | -7 | 0.9%
CCOC(=O)Cc1csc(NS(=O)(=O)c2ccccc2)n1 | 14 | -0.1%
Cc1ccc(C(NC(=O)N2CCOCC2)C(Cl)(Cl)Cl)cc1F (centres undefined) | -4 | 1.3%
O=C1NC(=O)C(=Cc2ccsc2)C(=O)N1 | / | 3.7%
COc1cccc(-c2nnc3n2N=C(C(C)(C)C)CS3)c1 | / | 0.6%
Cc1ccnc(NS(=O)(=O)c2ccc(NC(=O)C34CC5CC(C)(CC(C)(C5)C3)C4)cc2)n1 | 12 | /
CN=c1scc(-c2ccccc2F)n1/N=C/c1ccc(O)c(O)c1O | 0 | 6.0%
CCc1ccc(Nc2nnc(SCC(=O)N(C)CC(=O)Nc3ccccc3CC)s2)cc1 | -11 | -1.8%
CC(NC(=O)OCc1ccccc1)C(=O)NCC(=O)NC(Cc1ccc(OC(C)(C)C)cc1)C(=O)OC(C)(C)C (centres undefined) | / | -3.6%
Cc1ccc(N(CC(=O)Nc2ccc(F)c(Cl)c2)S(=O)(=O)c2c(C)noc2C)cc1 | / | 4.4%
CCOC(=O)c1cn(CC)c2ccc(S(=O)(=O)N3CC(C)CC(C)C3)cc2c1=O (centres undefined) | -6 | /

The final 6 records of the section before open the next one.
SMILES | RmlCD inh 1536 | GlmU inhibition
Cc1ccnc(NS(=O)(=O)c2ccc(NC(=O)C34CC5CC(C)(CC(C)(C5)C3)C4)cc2)n1 | 12 | /
CN=c1scc(-c2ccccc2F)n1/N=C/c1ccc(O)c(O)c1O | 0 | 6.0%
CCc1ccc(Nc2nnc(SCC(=O)N(C)CC(=O)Nc3ccccc3CC)s2)cc1 | -11 | -1.8%
CC(NC(=O)OCc1ccccc1)C(=O)NCC(=O)NC(Cc1ccc(OC(C)(C)C)cc1)C(=O)OC(C)(C)C (centres undefined) | / | -3.6%
Cc1ccc(N(CC(=O)Nc2ccc(F)c(Cl)c2)S(=O)(=O)c2c(C)noc2C)cc1 | / | 4.4%
CCOC(=O)c1cn(CC)c2ccc(S(=O)(=O)N3CC(C)CC(C)C3)cc2c1=O (centres undefined) | -6 | /
O=c1c2c(nc3c(-c4ccccc4)c[nH]n13)CCC2 | 2 | 5.1%
O=C(Nc1ccc(SC(F)F)cc1)c1ccc(F)cc1 | 6 | 2.0%
COc1ccc(C(NC(=O)CC(C)C)NC(=O)CC(C)C)cc1OC | 31 | 2.2%
CCOC(=O)N1CCN(C(=O)CSc2nc(CC)nc3c2c(=O)n(C)c(=O)n3C)CC1 | 10 | /
Cc1ccc2c(C)c(C(=O)NCc3ccc(S(N)(=O)=O)cc3)oc2c1C | -7 | -3.4%
O=C(COC(=O)C1COc2ccccc2O1)Nc1ccc2c(c1)CCC2 (centres undefined) | -5 | 11%
Cc1cc(C)cc(NC(=O)Cn2cnc3c(nnn3Cc3ccc(F)cc3)c2=O)c1 | -15 | 5.8%
C=CCN=c1scc(-c2ccc3c(c2)NC(=O)CO3)n1/N=C(\C)c1ccccn1 | 3 | -1.0%
COc1ccc(NC2=NCC(C)S2)cc1 (centres undefined) | 4 | 2.2%
COc1cccc(C(=O)Nc2cccnc2)c1OC | -7 | -0.5%
CC(CN1CCCCC1)OC(=O)C(C)(c1ccccc1)c1ccccc1 (centres undefined) | / | 9.1%
COc1ccc(Br)cc1CN(C)CC(=O)NCCc1ccccc1 | -5 | -4.2%
CC(=O)c1c(Nc2cccc(F)c2)oc(C)cc1=O | 10 | -4.0%
COc1ccc2[nH]c(=O)c(CN(C(=O)C3CCCO3)c3ccc(C)c(C)c3)cc2c1 (centres undefined) | -7 | -3.5%
CCOC(=O)c1c(NC(=O)Cn2nc(C(F)(F)F)cc2C)sc2c1CCC2 | -8 | 0.8%
COc1ccc(OC)c(NS(=O)(=O)c2ccc(N3CCCC3=O)cc2)c1 | -1 | 0.1%
O=C1C=C(N2CCCCC2)C2(CCCCC2)O1 | -6 | -4.7%
Cc1cc(N/N=C/c2ccc(F)cc2)nc(NCc2ccccc2)n1 | 9 | 0.5%
CC(CCc1ccccc1)NC(=O)COC(=O)C1CCC(C(C)(C)C)CC1 (centres undefined) | -8 | 5.2%
Nc1ccccc1N1CCN(C(=O)c2ccccc2)CC1 | / | 1.1%
Cc1cc(C(=O)Cn2nc(C(=O)O)c3ccccc3c2=O)c(C)n1CCc1ccc(Cl)cc1 | 9 | -4.0%
Cc1cccc(NC(=O)CCCSc2nc3ccccc3[nH]2)c1 | 3 | -0.8%
NC(=O)c1c(NC(=O)c2cnccn2)sc2c1CCCC2 | 8 | 1.6%
CC1=NN(c2cccc(C(=O)O)c2)C(=O)/C1=C\C=C/c1ccccc1 | 7 | 3.6%
NS(=O)(=O)c1ccc(NC(=S)N2CCN(c3ccccc3Cl)CC2)cc1 | 2 | 5.3%
CC1CCCN(S(=O)(=O)c2ccc(Br)s2)C1 (centres undefined) | / | 0.8%
O=C(COC(=O)/C=C/c1ccc(F)cc1)Nc1cc(C(F)(F)F)ccc1N1CCOCC1 | / | -7.0%
Brc1cc2c(cc1COc1ccc(-c3nn[nH]n3)cc1)OCO2 | -7 | 4.3%
COCCCNC(=S)N(Cc1ccccc1)Cc1nc2ccccc2c(=O)[nH]1 | 4 | 5.5%
CCCCc1cc(=O)oc2cc(OCc3cc(OC)c(OC)c(OC)c3)c(Cl)cc12 | -8 | 3.6%
CCCCCCC(C)n1[nH]c(=O)c2c(C)cc(C)nc21 (centres undefined) | -6 | 4.0%
CCn1c(=O)cc(SCC(=O)N2CCN(Cc3ccc4c(c3)OCO4)CC2)c2ccccc21 | -8 | -0.3%
N#C/C(=N\Nc1ccc(S(=O)(=O)N2CCCCCC2)cc1)C(N)=S | -5 | 1.7%
COc1ccccc1N(CC(=O)NC1CCCCC1)C(=O)c1csnn1 | / | 1.2%
Cc1ccc(-n2c(=O)[nH]cc(C(=O)N3CCc4ccccc43)c2=O)cc1C | -8 | 2.5%
O=C(NCc1ccco1)C(=O)NCC1OCCN1S(=O)(=O)c1ccccc1 (centres undefined) | / | -4.8%
C/C(N)=C(/C#N)C(=O)COC(=O)CC12CC3CC(CC(C3)C1)C2 | 7 | -0.6%
COc1ccccc1N=c1oc2cc(O)ccc2cc1C(=O)NCC1CCCO1 (centres undefined) | -2 | 3.6%
CC1(c2nnc(-c3cccc(Cl)c3)o2)CC(c2ccccc2F)=NO1 (centres undefined) | / | -1.6%
O=C(NNc1c2ccccc2nc2ccccc12)C(O)c1ccccc1 (centres undefined) | / | -2.8%
CCC(NC(=O)C1CCC1)c1ccccc1 (centres undefined) | / | -0.4%
COC(C/C=C/C(=O)[C@@H](C)OCc1ccccc1)OC | / | -0.5%
Cc1ccc(NS(=O)(=O)c2ccc(CCC(=O)NC3CC3)cc2)cc1 | 8 | 3.1%
O=C(NC1CCCCC1)c1ccc(CS(=O)(=O)Cc2ccccc2F)o1 | -5 | 1.0%
CC(C)(C)OC(=O)NCCCCCNC(=O)c1[nH]cnc1C(=O)N[C@@H](Cc1ccccc1)C(=O)OCc1ccccc1 | / | 1.4%
CC(Sc1nc(-c2ccccc2)cc(=O)[nH]1)C(=O)O (centres undefined) | / | -8.0%
COC(=O)c1ccc(NC(=O)Nc2ccc3c(c2)nc(C)n3C)cc1 | 7 | -4.0%
Cc1ccc2nsnc2c1S(=O)(=O)N(CCO)Cc1cc2cc3c(cc2[nH]c1=O)OCCO3 | / | -3.7%
CCOC(=O)Nc1ccc(C(=O)/C=C/c2ccccc2)cc1 | 7 | 4.1%
S=c1[nH]nc2nnc3ccccc3n12 | -6 | 0.0%
CCN(CC)c1ccc(C=Nc2ccccc2)c(O)c1 | / | 3.0%
O=C1C(=Cc2ccc(Br)o2)C(=O)c2ccccc21 | / | 18µM*
COc1ccc(C2=NN(C(C#N)c3ccc(OC)cc3)C(c3ccccc3)C2)cc1 (centres undefined) | -4 | -2.5%
Cn1cc(C(=O)N2CCc3ccccc3C2)c(=O)c2cc(S(=O)(=O)N3CCOCC3)ccc21 | -11 | -4.7%
Cn1c(-c2cc(Br)ccc2O)n[nH]c1=S | -4 | 3.5%
Cn1c2ccccc2c2c(C(=O)N3CCC4(CC3)OCCO4)cn(C3CCCC3)c(=O)c21 | 2 | 0.8%
CCCCn1c(=O)n(CC(=O)NCc2ccc(C)cc2)c(=O)c2c1nc(CO)n2CCC | 9 | -0.2%
Cc1occc1C(=O)Nc1ccc(Br)cc1F | -6 | -2.9%
O=C(c1ccccc1Oc1ccccc1)N1CCN(c2ccccc2F)CC1 | 16 | 0.9%
CC(=O)N(c1nc(CCl)cs1)c1cccc(C)c1C | / | -3.2%

For reference, some entries already given.
SMILES | RmlCD inh 1536 | GlmU inhibition
Cn1cc(C(=O)N2CCc3ccccc3C2)c(=O)c2cc(S(=O)(=O)N3CCOCC3)ccc21 | -11 | -4.7%
Cn1c(-c2cc(Br)ccc2O)n[nH]c1=S | -4 | 3.5%
Cn1c2ccccc2c2c(C(=O)N3CCC4(CC3)OCCO4)cn(C3CCCC3)c(=O)c21 | 2 | 0.8%
CCCCn1c(=O)n(CC(=O)NCc2ccc(C)cc2)c(=O)c2c1nc(CO)n2CCC | 9 | -0.2%
Cc1occc1C(=O)Nc1ccc(Br)cc1F | -6 | -2.9%
O=C(c1ccccc1Oc1ccccc1)N1CCN(c2ccccc2F)CC1 | 16 | 0.9%
CC(=O)N(c1nc(CCl)cs1)c1cccc(C)c1C | / | -3.2%

Continued:
SMILES | RmlCD inh 1536 | GlmU inhibition
C/C(=N\N=C(N)N)c1cccc([N+](=O)[O-])c1 | -7 | 1.4%
C/C(=N\NC(=O)CC1N=C(Cc2ccccc2)NNC1=O)c1ccncc1 (centres undefined) | -3 | 0.3%
CN(Cc1ccccc1)S(=O)(=O)c1ccc(Cl)c(C(=O)O)c1 | -4 | -5.0%
CCOc1ccc(/C(O)=C2/C(=O)C(=O)N(CC3CCCO3)C2c2ccc(C)o2)cc1 (centres undefined) | / | 0.0%
Cc1nc(SCC(=O)NCC(F)(F)F)c2c(-c3cccs3)csc2n1 | -8 | -0.9%
O=C(Nc1cc(S(=O)(=O)N2CCOCC2)ccc1N1CCOCC1)c1cc(=O)[nH]c2ccccc12 | 3 | 2.4%
CCOC(=O)c1ccc(N2C(=O)CC(N3CCN(C(=O)c4ccco4)CC3)C2=O)cc1 (centres undefined) | / | -0.5%
COc1ccccc1CNC(=O)CCC(=O)Nc1nnc(C)s1 | / | -3.1%
C[N+]1(CC#CC(O)(c2ccccc2)c2ccccc2)CCCC1 | -2 | 3.7%
CN1CCN(c2ccc(CNC(=O)c3ccco3)cc2)CC1 | -6 | -2.5%
CN1CCC(=NNC(=O)CN(c2cccc(Cl)c2)S(C)(=O)=O)CC1 | 1 | -3.3%
CCC(CC)C(=O)c1c[nH]c(C(=O)OC)c1 | -10 | -2.2%
O=C(Cn1c(=O)c2c(ncn2Cc2ccccc2)n(Cc2ccccc2)c1=O)N1CCCC1 | / | -3.1%
N#C/C(=C\Nc1ccc(F)c(Cl)c1)S(=O)(=O)c1ccccn1 | 2 | 0.9%
Cc1ccccc1C(=O)NC1CCN(Cc2nnnn2Cc2ccccc2)CC1 | 1 | -4.5%
Cc1ccc(-n2c(Cc3cccs3)nnc2SCC(N)=O)cc1 | 8 | 0.2%
Cc1cc(C(C)(C)C)cc(C)c1C(=O)O | / | 1.9%
COc1ccc(C2=NN(C(=O)CSc3nnc(C)c(=O)n3N)C(c3ccco3)C2)cc1 (centres undefined) | 7 | -1.1%
CCC12CN3CC(CC)(CN(C1)C3c1ccc([N+](=O)[O-])o1)C2=O (centres undefined) | 17 | -6.3%
Cc1ccc(-c2nn(-c3ccccc3)cc2/C=C2\SC(=S)N(CC(=O)O)C2=O)cc1 | 13 | -2.5%
CCOc1ccc(NC(=S)NC(=O)/C=C/c2ccc(C)cc2)c([N+](=O)[O-])c1 | 15 | /
Cc1c(NC(=S)NC(=O)C(C)(C)C)cccc1[N+](=O)[O-] | 9 | -4.5%
CCO[C@H]1OC(C(=O)NCc2nc3ccccc3[nH]2)=C[C@@H](C2CCCCC2)[C@@H]1CCCO | / | -4.4%
Cc1ccc(F)c(NC(=O)C2CCCCC2C(=O)O)c1 (centres undefined) | / | 2.4%
COc1ccc(C2C3=C(CC(C)(C)CC3=O)Oc3ncn(Cc4ccccc4)c(=N)c32)cc1 (centres undefined) | / | 5.5%
O=c1c2ccccc2nc2n1C(CSCc1ccc(Cl)cc1)CS2 (centres undefined) | 14 | 0.2%
Cc1ccc(S(=O)(=O)N2CCC(=O)N(CCOC(=O)Nc3ccccc3C)CC2)cc1 | / | 0.2%
CCOC(=O)Cn1c(=O)n(CC(=O)OCC)c2ccccc21 | / | -0.1%
O=C(NC1CCCCC1)N1CCCCCCC1 | 7 | -1.1%
Cc1ccc(Nc2ccc(NCc3ccccc3)nn2)cc1C | / | -4.0%

Assay outcomes (PubChem BioAssay)
